Mtb RmlCD inh: M. tuberculosis RmlC/RmlD inhibition; P9WH09+P9WH11; RmlC+RmlD coupled enzyme assay, percent inhibition; primary screen in compound mixtures; 160,000 tested, 0.03% active; inhibition, % at 3.6 µM; in the data active = inhibition mostly above about 34%, no sharp cut-off; inconclusive = no clear call, values can overlap the other calls; inactive = mostly below about 22%; note: some results filed as inactive read as strong as hits
Target sequence (P9WH09 whole entry, looked up): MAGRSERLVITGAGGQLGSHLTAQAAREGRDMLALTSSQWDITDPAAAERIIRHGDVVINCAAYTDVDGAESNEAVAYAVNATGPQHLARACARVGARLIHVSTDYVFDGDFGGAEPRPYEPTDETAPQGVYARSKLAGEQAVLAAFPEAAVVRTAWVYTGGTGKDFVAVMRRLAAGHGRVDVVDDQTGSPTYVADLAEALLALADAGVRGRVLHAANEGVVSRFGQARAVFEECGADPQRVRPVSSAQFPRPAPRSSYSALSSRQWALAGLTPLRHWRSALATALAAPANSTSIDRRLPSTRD
Target sequence (P9WH11 whole entry, looked up): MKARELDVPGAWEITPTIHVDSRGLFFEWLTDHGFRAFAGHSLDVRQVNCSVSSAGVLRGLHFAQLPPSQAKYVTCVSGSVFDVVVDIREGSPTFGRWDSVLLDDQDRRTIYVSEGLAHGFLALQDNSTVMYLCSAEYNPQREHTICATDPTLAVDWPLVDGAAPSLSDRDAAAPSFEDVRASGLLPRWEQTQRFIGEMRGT
M. tuberculosis GlmU: inhibition of mycobacterial GlmU enzyme – biochemical, glucosamine-1-phosphate acetyltransferase (AID 1376); M. tuberculosis GlmU acetyltransferase enzyme assay; higher % means a stronger effect; inhibition, %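 (tested at 30 µM in the primary screen)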; hits with a dose series show IC50 in µM; 220,000 tested, 0.25% active; in the data active = inhibition above about 13%; inconclusive = no clear call, values can overlap the other calls;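 note: 0% = complete reaction with vehicle and 100% = reaction without substrate; strong numbers were not always called active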
Active calls of the source: *; ? = inconclusive; . = no result given; & = joins results of further samples. The list is partial; rates above refer to the full screens.

SMILES	Mtb RmlCD inh	M. tuberculosis GlmU
COc1ccc(C(=O)COC(=O)c2nn(C)c(=O)c3ccccc23)c(OC)c1	9	0.0%
Cc1ccccc1N=CC1=C(O)c2ccccc2C1=O	3	7.1%
COCCNC(=O)c1ccc2c(=O)n(Cc3ccco3)c(SCC(=O)NC3CCCC3)nc2c1	2	5.2%
CCOC(=O)Cn1c(=O)n(Cc2ccco2)c(=O)c2ccc(C(=O)NCCc3ccccc3)cc21	.	-0.3%
CCn1nnnc1SCC(=O)Nc1nc(C)c(C)s1	.	4.0%
Cn1c(-c2ccc3nc(N)sc3c2)nc2cc(N)ccc21	.	1.9%
C/C(=N\NC(=O)c1ccco1)c1ccc(NC(=O)c2cccs2)cc1	1	-0.6%
Cc1cccc(OCCN2CSC(=S)N(C)C2)c1	.	-7.7%
C/C(=C\C(=O)c1ccc(Cl)cc1)Nc1ccc(N2CCOCC2)cc1	2	.
Cc1[nH]c2ccccc2c1C(=O)CSCC(=O)O	.	-0.9%
CCCCn1nnnc1SCC(=O)NNC(=O)c1ccco1	1	1.8%
O=C(N/N=C/c1cccc(F)c1)c1ccc(Cl)cc1	-11	2.9%
COC(=O)c1c(-c2ccc(F)cc2)noc1N	8	2.3%
CC(=O)Nc1nc(C)c(C(C)C)s1	.	-5.6%
CCN(CC)C(=O)c1[nH]cnc1C(=O)Nc1ccc(OC)cc1	-11	9.3%
Cc1csc(-c2cnn(-c3ccccc3)c2NC(=O)c2ccc(C(F)(F)F)cc2)n1	-4	-1.1%
Cc1ccc(Nc2nc3ccccc3nc2-n2nc(C)cc2C)cc1	4	7.3%
COc1ccc(NS(=O)(=O)c2cc(NC(=O)c3cc(F)c(F)c(F)c3F)ccc2N2CCCC2)cc1	.	6.8%
CCOc1cc(/C=N/Nc2nc(N3CCCCC3)nc(N3CCCCC3)n2)ccc1OC(=O)c1ccco1	-8	66%
NCCNC(=O)c1ncsc1-c1cccc(F)c1	.	8.7%
O=C(CNC(=O)c1ccc(-c2ccccc2)cc1)Nc1ccc(S(=O)(=O)Nc2ncccn2)cc1	5	2.0%
Cc1noc(NS(=O)(=O)c2ccc(N3C(=O)c4ccccc4C3=O)cc2)c1C	11	0.7%
CN1CCN(C(=O)Nc2ccc3c(c2)N(C)C(=O)c2ccccc2S3)CC1	2	-5.8%
CCC(C)NCCOCCOc1ccc(F)cc1 (stereo not given)	6	-0.5%
COc1ccc(NC(=O)c2nc3nc(C)cc(C(F)F)n3n2)cc1OC	-11	3.2%
COc1ccc(C(CCN2CCOCC2)c2c(O)cc(OC)cc2OC)cc1 (stereo not given)	0	1.1%
CSc1nsc(SC)c1C(=O)N1CCN(S(=O)(=O)c2ccc(C)cc2)C1C(C)C (stereo not given)	.	-3.0%
C/C(=N\NC(=O)c1cccc(S(=O)(=O)Nc2ccccc2Cl)c1)c1ccc(-n2ccnc2)cc1	?	4.8%
CN1CCN(C(=S)c2ccc(Cl)cc2)CC1	.	0.5%
CC(C(=O)NCCN1CCOCC1)(c1ccccc1)c1ccccc1	4	-1.2%
COc1cc(NC(=O)Nc2ccc(Cl)c(Cl)c2)c(C(=O)O)cc1OC	-6	0.8%
O=C(Nc1cccc(-c2nc3ncccc3o2)c1)c1sc2cc(Cl)ccc2c1Cl	8	2.2%
CC1CCN(CCC(=O)Nc2ccc3c(c2)OCCO3)CC1	-12	5.9%
Cc1ccc(NC(=O)OCc2cncs2)cc1	-19	-3.6%
COc1ccc(OC)c2c(C)c(C)[nH]c12	20	0.4%
NCCSC1CC(=O)N(Cc2ccc(F)cc2)C1=O (stereo not given)	7	0.3%
O=C(c1noc2c1CCCCC2)N1CCOCC1	17	2.5%
CN1CCC(OC(=O)Cc2ccccc2)CC1	1	-1.9%
O=C(O)Cc1c(O)ccc2ccccc12	-6	1.6%
Cc1ccc(CNC(=O)CSc2n[nH]c(N)n2)cc1	-5	0.0%

Exported as comma-separated lines: 3 of the compounds above.
Molecule,Mtb RmlCD inh,M. tuberculosis GlmU
Cc1noc(NS(=O)(=O)c2ccc(N3C(=O)c4ccccc4C3=O)cc2)c1C,11,0.7%
COc1ccc(OC)c2c(C)c(C)[nH]c12,20,0.4%
O=C(c1noc2c1CCCCC2)N1CCOCC1,17,2.5%

The main list resumes; the seven compounds before the break are reprinted first.
SMILES	Mtb RmlCD inh	M. tuberculosis GlmU
Cc1ccc(NC(=O)OCc2cncs2)cc1	-19	-3.6%
COc1ccc(OC)c2c(C)c(C)[nH]c12	20	0.4%
NCCSC1CC(=O)N(Cc2ccc(F)cc2)C1=O (stereo not given)	7	0.3%
O=C(c1noc2c1CCCCC2)N1CCOCC1	17	2.5%
CN1CCC(OC(=O)Cc2ccccc2)CC1	1	-1.9%
O=C(O)Cc1c(O)ccc2ccccc12	-6	1.6%
Cc1ccc(CNC(=O)CSc2n[nH]c(N)n2)cc1	-5	0.0%
CCCCCCN1CC(C(=O)OCC)C(=O)C1=O (stereo not given)	7	-0.6%
CCCCSc1nnc(CSc2nc3nc(C)cc(C)n3n2)o1	102	5.7%
O=C(NNS(=O)(=O)c1ccc(Br)cc1)c1sccc1-n1cccc1	.	-0.9%
CCNC(=O)CN(c1ccc(C)cc1)S(=O)(=O)c1ccc(SC)cc1	7	-1.4%
COc1ccccc1CC(=O)NC1CCCc2ccccc21 (stereo not given)	.	-3.7%
Cc1nc2c(ccc3nc(NC(=O)C(c4ccccc4)c4ccccc4)sc32)s1	.	7.4%
COc1cc(CNCc2cccs2)ccc1OCc1cccs1	.	2.0%
O=C(Nc1cccc(Cl)c1)Nn1cnnc1	-8	4.4%
O=C(CC(=O)N/N=C/c1ccc(F)cc1)N/N=C/c1ccc(F)cc1	-1	2.3%
COc1ccc(CCN=C(NS(=O)(=O)c2ccc(Cl)cc2)c2ccccc2)cc1	-12	-2.8%
NC(=O)CN1CCN(c2nc(-c3ccc(F)cc3)cs2)CC1	3	-1.8%
O=S(=O)(c1ccccc1Cl)N1CCC(O)(c2cccnc2)CC1	-9	3.2%
Cn1cccc1CC(=O)N/N=C/C(Cl)=C/c1ccccc1	9	1.3%
O=C(NCc1ccccc1)c1ccc2nccnc2c1	1	-5.1%
COc1cccc(NC(=S)N2CCN(c3ccccn3)CC2)c1	4	-2.4%
Cc1ccc(C)c(N2C(=N)S/C(=C\c3ccc(-c4ccccc4C(=O)O)o3)C2=O)c1	-12	13%*
COC(=O)/C(C#N)=C/c1ccc(C)o1	24	-1.5%
CSCC[C@H](NC(=O)NCc1cccs1)C(=O)O	3	-2.6%
O=C(NCc1ccco1)c1cc(NS(=O)(=O)c2cccc([N+](=O)[O-])c2)ccc1O	9	-3.7%
O=C1CC(c2ccc(Cl)cc2)n2nc(N3C(=O)CCC3=O)nc2N1 (stereo not given)	4	2.4%
CCN(CC)S(=O)(=O)c1ccc(C(=O)NCc2ccc(C)cc2)cc1	.	-7.1%
O=C(Nc1ccc2c(c1)OCCO2)c1cc(-n2cnnc2)ccc1Cl	9	-1.8%
Cc1cccc(Nc2nc(N)c([N+](=O)[O-])c(N3CCN(C)CC3)n2)c1	3	-3.6%
O=C(Nc1nc2ccc(S(=O)(=O)N3CCCC3)cc2s1)c1ccco1	-4	-1.0%
CN(C)CCCNC(=O)c1cc(Br)ccc1O	-10	0.0%
COCCCNCC(O)C(F)(F)F (stereo not given)	12	-4.7%
O=C(NCc1csc2ccccc12)Nc1cc(Cl)cc(Cl)c1	-6	8.2%
CCC1CCCCN1CCNC(=O)CNS(=O)(=O)c1ccc2nc(C)sc2c1 (stereo not given)	.	-1.5%
Cc1ccc(-n2ncc3c(=O)n(CC(=O)NC4CCCCC4)cnc32)cc1	1	0.5%
Cc1cccc(NC(=O)c2cc([N+](=O)[O-])ccc2NCC2CCCO2)n1 (stereo not given)	-9	-2.5%
c1ccc(-n2nnnc2Oc2ccc(-n3ccnc3)cc2)cc1	2	2.9%
O=C(NCc1ccccn1)/C(=N/O)c1ccccc1	3	4.5%
Cc1cc(NC(=O)c2sccc2C)n(-c2cccc(Cl)c2)n1	26	2.3%
COC(=O)c1ccc(C)c(NC(=O)CCc2ccc(OC)c(OC)c2)c1	5	3.7%
O=C(NCCC1=CCCCC1)C1CC(=O)N(C2CCCCCC2)C1 (stereo not given)	.	-0.5%
CC(=O)c1cc2c(cc1NC(=O)CN1CCOCC1)OCO2	-4	1.1%
CC(=O)NC1=NN(C(C)=O)C2(CCCC2)S1	7	-6.4%
CC(=O)c1ccccc1C(=O)NCc1cccnc1	21	7.2%
COc1ccccc1-n1cc(C(=O)c2cc(Cl)ccc2O)cc(C#N)c1=O	5	1.1%
CC(C)=CC(=O)Nc1ccc(Cl)cc1	-9	0.6%

Single records, from the list above. Order of values: Mtb RmlCD inh, M. tuberculosis GlmU
Cc1ccc(-n2ncc3c(=O)n(CC(=O)NC4CCCCC4)cnc32)cc1 is entered as 1, 0.5%
CC(=O)c1cc2c(cc1NC(=O)CN1CCOCC1)OCO2 is entered as -4, 1.1%
CC(C)=CC(=O)Nc1ccc(Cl)cc1 is entered as -9, 0.6%
CC(=O)c1ccccc1C(=O)NCc1cccnc1 is entered as 21, 7.2%
O=C(NCc1ccccn1)/C(=N/O)c1ccccc1 is entered as 3, 4.5%

Next structures follow.
SMILES	Mtb RmlCD inh	M. tuberculosis GlmU
CC1CCN(CCCCOc2cccc(Br)c2)CC1	.	-6.8%
CC1CCCN(c2nc3c(c(=O)[nH]c(=O)n3C)n2CCSc2nc3ccccc3o2)C1 (stereo not given)	6	-1.4%
Cc1csc(SCC(=O)NC(=O)Cc2ccccc2)n1	-4	1.9%
Cc1ccc2c(Cl)cc(Cl)c(OCC(=O)NC(C)(C)C)c2n1	.	0.1%
Cc1nnc(NC2=NCCCCC2)o1	.	-5.3%
CC(=O)Oc1ccc(C(=O)[C@H]2[C@H]3C(=O)N(c4cccc5ccccc45)C(=O)[C@H]3[C@@H]3C=CC=NN32)cc1	-2	2.5%
Cc1ccc2cc(/C=N/NC(=O)[C@H]3C[C@@H]3c3ccccc3)c(Cl)nc2c1	11	-3.2%
O=C(CSc1nc2ccccc2c(=O)n1Cc1ccco1)NCc1ccccc1	.	6.9%&4.3%
CC1CN(S(=O)(=O)c2ccccc2)C(C)CN1S(=O)(=O)c1ccccc1 (stereo not given)	-11	4.6%
N#C/C(=C\c1ccc(-c2ccc(F)cc2)o1)C(=O)Nc1nc(-c2cccs2)cs1	10	-3.8%
CC(C)(/C=N/O)N(O)C=C1C=CC(=O)C=C1	17	-1.9%
COc1cc(/C=N/O)cc(Cl)c1OC	10	-6.2%
CC(=O)Nc1ccc(SCC(=O)N(CCC#N)c2cc(C)cc(C)c2)cc1	.	8.4%
Cc1nn(C)c(C)c1NC(=O)CCSc1nc(-c2ccco2)cc(C(F)(F)F)n1	8	-2.8%
COc1ccc(/C=N/NC(N)=S)cc1OC(=O)c1cccc2ccccc12	.	-3.7%
CS(=O)(=O)N(CC(=O)NCCSC1CCCCC1)c1cccc(F)c1	-8	2.4%
O=C(N/C(=C/C=C/c1ccccc1)C(=O)N1CCCCC1)c1ccc([N+](=O)[O-])cc1	13	1.9%
COc1ccc(-n2c(=O)c3c4c(sc3n(CC(=O)NC3CCCC3)c2=O)CCCC4)c(OC)c1	-7	0.1%
CC1CCCCC1NC(=O)COC(=O)c1ccc2c(c1Cl)C(=O)c1ccccc1C2=O (stereo not given)	-7	3.6%
C=CCNC(=S)NNC(=O)c1ccc(=O)n(Cc2ccc(Cl)cc2Cl)c1	-5	10%
O=C(Nc1ccccc1)Nc1nc(-c2ccc(Cl)cc2)cs1	-5	4.9%
CCN(C(=O)c1cnc(NC(C)C)cc1C(F)(F)F)c1ccc(Cl)cc1Cl	-8	.
CCCCN(C(=O)CSc1nnc(Nc2ccc(C)c(C)c2)s1)c1c(N)n(Cc2ccccc2)c(=O)[nH]c1=O	-8	-4.4%
CCC/C(O)=C1\C(=O)CC(c2ccccc2)CC1=NC (stereo not given)	12	3.3%
Cc1ccc(OCC(=O)NNC(=O)CSc2ncc(C#N)c(N)n2)cc1	4	-0.3%
CC(=O)N1c2ccc(Cl)cc2C2C=CCC2C1c1cccc2ccccc12 (stereo not given)	.	-0.2%
COC(=O)C(C(=O)OC)=C(/C=C/C=C/N(C)C)N(C)C	-12	-2.1%
CCC1(c2ccc(Cl)cc2)NC(=S)N(c2ccc(C)c(C)c2)N1 (stereo not given)	.	7.0%
CSc1sc(C)cc1C1C(C#N)=C(N)N(c2cccnc2)C2=C1C(=O)CC(C)(C)C2 (stereo not given)	-10	1.3%
Cc1c(NC(=O)C(C)n2cc([N+](=O)[O-])cn2)c(=O)n(-c2ccccc2)n1C (stereo not given)	-10	5.3%
O=C(Nc1ccc(S(=O)(=O)N2CCOCC2)cc1)c1ccc([N+](=O)[O-])o1	3	1.5%
Cc1ccc(C(=O)NCCN2CCOCC2)cc1Cl	.	8.6%
Cc1cccc(OP(=O)(NCc2ccccc2)Oc2cccc(C)c2)c1	7	1.8%
COc1ccc(C)cc1NC(=O)CN1CCN(S(=O)(=O)c2ccc(Cl)cc2)CC1	-6	-3.3%
COc1ccc(CSc2ncn[nH]2)cc1[N+](=O)[O-]	.	0.8%
COc1ccccc1N1CCN(c2ccc(Cl)nn2)CC1	-9	-3.0%
Oc1ccc2[nH]cnc2c1CN1CCCCC1	-4	-2.0%
O=C(C1CCC(=O)N1C1CCCC1)N1CCC2(CC1)OCCO2 (stereo not given)	-55	3.6%
COc1ccc2cc(C(c3nnnn3Cc3ccccc3)N3CCCCCC3)c(=O)[nH]c2c1 (stereo not given)	.	-0.4%

Assay outcomes as filed in PubChem BioAssay.
